LEDGF integ inh = blockers of LEDGF/p75-dependent integrase strand transfer – biochemical, TR-FRET, high throughput, primary screen. TR-FRET IN-LEDGF/p75 DNA integration, Eu/Cy5. inhibition, % at 3.7 µM. HIV-1 integrase (with human LEDGF/p75). 370,000 compounds, 0.64% hits;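 active = inhibition above the screen-wide mean plus 3 SD, cut at about 13% in these data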;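 note: signal is the Cy5 over europium emission ratio at 671 and 618 nm; 0% = plate median of compound wells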
mABHD4 FP = ABHD4 inhibitors, primary screen, biochemical, fluorescence polarization, mouse; inhibition, % at 8.92 µM; purified mABHD4, FP-Rh probe fluorescence polarization; AID 720543, 2013; 370,000 compounds, 0.54% hits;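 active = inhibition exceeding the mean over every tested compound plus 3 SD, cut at about 30% in these data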;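 note: 0% = plate median of compound wells and 100% = S159A mutant with DMSO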
Target sequence (Q8VD66 whole entry, looked up): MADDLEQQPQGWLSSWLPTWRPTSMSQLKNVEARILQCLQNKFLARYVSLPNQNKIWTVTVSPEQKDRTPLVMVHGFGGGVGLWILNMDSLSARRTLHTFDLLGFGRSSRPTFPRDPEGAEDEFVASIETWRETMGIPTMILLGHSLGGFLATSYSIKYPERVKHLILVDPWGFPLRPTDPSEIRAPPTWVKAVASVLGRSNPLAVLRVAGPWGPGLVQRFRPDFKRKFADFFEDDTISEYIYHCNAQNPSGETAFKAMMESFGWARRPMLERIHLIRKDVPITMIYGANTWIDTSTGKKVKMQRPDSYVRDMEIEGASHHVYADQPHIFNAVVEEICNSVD
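Material: mouse ABHD4 enzyme, wild type; Benchmarks: S159A mutant high control, sample median low control; Buffer or medium: HEPES pH 7.0, NaCl, Pluronic buffer; Signal: fluorescence polarization; Read-out: percent inhibition of probe binding, normalized to plate controls; Timing: pre-incubation 45 min, probe exposure 60 min, at 25 °C; Dosing: 8.92 µM, single dose.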
PRMT1 inh = PRMT1 methyltransferase inhibitors, primary screen, biochemical, fluorescence polarization; Protein arginine N-methyltransferase 1 (Homo sapiens), Q99873; recombinant PRMT1, activity-based probe fluorescence polarization; inhibition, % at 2.79 µM; 370,000 compounds, 1.3% hits;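 active = inhibition above about 21% made by adding two undisclosed values, limit read from the data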
Target sequence (Q99873 whole entry, looked up): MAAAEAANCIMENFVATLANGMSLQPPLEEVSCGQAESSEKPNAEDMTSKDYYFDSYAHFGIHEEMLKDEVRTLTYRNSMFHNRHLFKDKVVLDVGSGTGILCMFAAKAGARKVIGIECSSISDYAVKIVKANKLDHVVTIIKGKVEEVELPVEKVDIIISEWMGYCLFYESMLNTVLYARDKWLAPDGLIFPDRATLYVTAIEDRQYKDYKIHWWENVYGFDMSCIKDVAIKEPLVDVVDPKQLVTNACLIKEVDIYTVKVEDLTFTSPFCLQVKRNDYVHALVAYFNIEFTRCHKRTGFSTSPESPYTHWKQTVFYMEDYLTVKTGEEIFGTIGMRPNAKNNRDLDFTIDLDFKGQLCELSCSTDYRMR
TCR-CD3 inh = inhibitors of human TCR-CD3 interaction, primary screen, biochemical, fluorescence, TAMRA-labeled TCR probe; T-cell receptor (TCR); inhibition, % at 9.4 µM; 360,000 compounds, 0.37% hits; AID 651800, 2012; in the data active = inhibition above about 19%;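 note: recombinant mutant TCR 2C K166C tagged with TAMRA read by polarization; 0% = receptor in buffer alone and 100% = receptor with positive control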
TDP2 absorb = human TDP2 enzyme inhibitors, primary screen, biochemical, epi absorbance, recombinant enzyme | Tyrosyl-DNA phosphodiesterase 2 (Homo sapiens), O95551 | T5PNP hydrolysis, p-nitrophenol absorbance 415 nm | inhibition, % at 12.8 µM | 370,000 compounds, 0.34% hits | AID 720702, 2013;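 active = inhibition above the mean of all tested compounds plus 3 SD, set per campaign, cut at about 25% in these data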;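 note: 0% = DMSO with enzyme and 100% = buffer with substrate but no TDP2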
Target sequence (O95551 whole entry, looked up): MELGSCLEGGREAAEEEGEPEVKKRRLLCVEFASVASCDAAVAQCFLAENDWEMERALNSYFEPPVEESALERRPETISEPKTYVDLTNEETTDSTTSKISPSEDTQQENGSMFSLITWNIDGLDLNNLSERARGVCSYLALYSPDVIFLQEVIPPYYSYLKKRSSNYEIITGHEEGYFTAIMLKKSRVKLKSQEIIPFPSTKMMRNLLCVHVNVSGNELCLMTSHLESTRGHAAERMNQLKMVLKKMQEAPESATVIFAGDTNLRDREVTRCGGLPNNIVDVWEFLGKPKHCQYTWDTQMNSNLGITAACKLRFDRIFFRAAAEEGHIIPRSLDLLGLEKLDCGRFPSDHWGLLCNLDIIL
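System: recombinant human TDP2 / Amount: 120 nM TDP2 per well / Also added: 5 mM T5PNP chromogenic substrate / Doses: 12.8 µM single point, 1% DMSO / Incubation: 2 h at 37 °C / Detection: p-Nitrophenol epi absorbance / Evaluation: % inhibition relative to enzyme-containing and enzyme-free wells / Repeats: singlicate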
MBD2 DNA inh = inhibitors of MBD2 binding to methylated DNA, primary screen, biochemical, TR-FRET, DNA-binding domain, human; AID 686964, 2013; MBD2 binding to methylated oligonucleotide; 370,000 compounds, 0.31% hits; inhibition, % at 4.4 µM; in the data active = inhibition above about 13%
NPR2 activator = human GC-B receptor activators, primary screen, HEK293 GC-B cells, cGMP TR-FRET, EC30 CNP. Atrial natriuretic peptide receptor 2 (Homo sapiens), P20594. 0% at EC30 CNP, 100% saturating CNP. activation, % at 10 µM. 370,000 compounds, 0.11% hits. AID 1920062, 2024;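 active = activation at 10 µM reaching about 35% in either raw or pattern-adjusted values, limit read from the data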
SIAE primary = human SIAE inhibitors, primary screen, biochemical, fluorescence polarization, FP-Rh probe, 1536-well HTS. Sialate O-acetylesterase (Homo sapiens), Q9HAT2. SIAE FP-Rh probe binding. inhibition, % at 9.66 µM. 370,000 compounds, 0.69% hits. AID 1053197, 2014;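 active = inhibition above a cutoff: mean of compounds within the control limits plus 3 SD of those, cut at about 17% in these data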;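 note: 0% = plate median of compound wells and 100% = probe without SIAE protein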
rCAG binder = binders of r(CAG) RNA repeats, primary screen, biochemical, fluorescence; r(CAG) RNA repeat, TO-PRO-1 dye displacement fluorescence; inhibition, % at 3 µM; 370,000 compounds, 1.3% hits;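 active = inhibition above the plate cutoff, the mean of all test compounds on that plate plus 3 SD, cut at about 35% in these data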;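 note: 0% = DMSO alone and 100% = 100 µM mitoxantrone as full dye displacement; higher means more dye released from RNA so lower well fluorescence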
HTRA1 inhibitor = HTRA1 serine protease inhibitors, primary screen, biochemical, fluorescence polarization, HTS; recombinant HTRA1, FP-rhodamine activity-based probe; inhibition, % at 5.96 µM; 340,000 compounds, 0.5% hits; in the data active = inhibition above about 36%;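 note: 0% = enzyme with DMSO and 100% = wells lacking enzyme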
Numbers without * were called inactive; x = no result given. These rows are one share of the data, so the mix of outcomes need not match the whole.

SMILES	LEDGF integ inh	mABHD4 FP	PRMT1 inh	TCR-CD3 inh	TDP2 absorb	MBD2 DNA inh	NPR2 activator	SIAE primary	rCAG binder	HTRA1 inhibitor
CCSC1=C(C#N)C2(CCCCC2)C(C#N)C(=O)N1 (centres undefined)	1	-5	1	-3	-4	-1	1	0	5	-1
COc1cc(C=O)ccc1OCC(=O)NC(C)(C)C	-3	3	0	4	-5	-2	1	-2	-2	-8
Cc1ccc(Cc2cnc(NC(=O)/C(C#N)=C/c3ccc(-c4ccc([N+](=O)[O-])cc4)o3)s2)cc1	0	-2	5	-6	1	-1	0	-5	1	-1
CC1=C(C(=O)Nc2ccccc2C(=O)N2CCC(C)CC2)SCCO1	-1	5	3	1	-8	-7	2	14	-2	2
O=C1Nc2ccccc2C(O)(C(=O)N2CCCCC2)N1c1ccccc1 (centres undefined)	3	8	0	3	2	0	-1	2	-2	-1
Cc1cccc(NC(=O)c2nc[nH]c2C(=O)N[C@@H](CC(C)C)C(=O)OC(C)(C)C)c1	1	-34	2	0	-7	-1	8	-11	0	-15
Cc1cc(OCn2ccc(C(=O)O)n2)ccc1Cl	-1	-2	5	3	-7	-2	1	0	3	2
CCOC1=C2[C@H](c3ccccc3)N(S(=O)(=O)c3ccc(C)cc3)C[C@H]2n2c(=O)n(-c3ccccc3)c(=O)n2C1	2	1	-9	4	-6	-2	-6	-6	5	x
Cc1ccc(N2CC(NS(=O)(=O)c3cc(F)ccc3F)CC2=O)cc1C (centres undefined)	-4	4	-1	-3	-7	5	-5	-2	-4	10
CCOC(=O)N1CCC(NC(=O)CN(C)S(=O)(=O)c2cc3c(cc2Cl)NC(=O)CO3)CC1	-3	-5	3	-3	-4	11	3	-1	0	-2
O=c1cc(/C=C/c2cccs2)[nH]c2ccccc12	-2	-1	2	1	2	-2	0	5	2	1
FC(F)Oc1ccc(/C=N/n2c(Cc3ccc(Br)cc3)n[nH]c2=S)cc1	3	-7	20	3	12	1	-3	2	30	-23
COc1ccc(S(=O)(=O)N(Cc2cccs2)C2CCCC2)cc1	2	3	-4	8	1	-3	2	4	0	-22
CC(=O)N1CCN(c2nc3cc4c(cc3nc2NS(=O)(=O)c2ccccc2)OCCO4)CC1	0	-2	2	5	7	1	2	5	10	10
C=CCn1c(=S)[nH]c2cc(C(=O)NCCc3ccc(S(N)(=O)=O)cc3)ccc2c1=O	0	-7	-1	3	-9	-2	-2	-23	6	-10
OCCNCCOc1ccc(Cl)c(Cl)c1	-1	4	-1	4	-3	2	0	11	1	5
Cc1ccccc1S(=O)(=O)N(C)C[C@H]1OCc2cnnn2CCCC(=O)N([C@H](C)CO)C[C@@H]1C	-1	4	4	-5	2	1	4	-1	1	x
CC(C)NC(=S)N/N=C/c1c[nH]c2ccccc12	-1	9	3	5	9	0	14	8	2	6
CCn1c(SCC(=O)N2CCCc3ccccc32)nc2ccccc2c1=O	-2	-5	-2	1	-12	-4	-5	-4	-1	-12
N#CC1(NC(=O)COC(=O)Cn2[nH]c(=O)c3ccccc3c2=O)CCCCC1	0	3	2	0	-4	3	3	-4	0	-5
CN(Cc1cnn(C)c1)C(=O)C1CCCCC1C(=O)O (centres undefined)	-1	9	-2	8	6	-4	5	1	0	3
COc1ccc(CCOC2OC(CO)C(OC(=O)/C=C/c3ccc(O)c(OC)c3)C(O[C@H]3O[C@@H](C)[C@H](O)[C@@H](O)[C@H]3O)C2O)cc1O (some centres undefined)	4	3	0	11	-6	-4	2	4	-4	9
Clc1ccc(-c2csc(N3CCC(c4ccccc4)C3)n2)cc1 (centres undefined)	1	-1	-1	1	6	3	1	4	6	2
CCNc1nc(NCC)n2c(SCC(=O)N3CC4(C)CC3CC(C)(C)C4)nnc2n1 (centres undefined)	2	-3	1	2	-4	2	-1	6	-8	0
Cc1csc(SCC(=O)NC(=O)NC(C)C)n1	4	2	1	6	-4	-5	-1	8	-1	-7

Reformatted bar-delimited: eleven of the compounds above
smiles | LEDGF integ inh | mABHD4 FP | PRMT1 inh | TCR-CD3 inh | TDP2 absorb | MBD2 DNA inh | NPR2 activator | SIAE primary | rCAG binder | HTRA1 inhibitor
C=CCn1c(=S)[nH]c2cc(C(=O)NCCc3ccc(S(N)(=O)=O)cc3)ccc2c1=O | 0 | -7 | -1 | 3 | -9 | -2 | -2 | -23 | 6 | -10
OCCNCCOc1ccc(Cl)c(Cl)c1 | -1 | 4 | -1 | 4 | -3 | 2 | 0 | 11 | 1 | 5
Cc1ccccc1S(=O)(=O)N(C)C[C@H]1OCc2cnnn2CCCC(=O)N([C@H](C)CO)C[C@@H]1C | -1 | 4 | 4 | -5 | 2 | 1 | 4 | -1 | 1 | x
CC(C)NC(=S)N/N=C/c1c[nH]c2ccccc12 | -1 | 9 | 3 | 5 | 9 | 0 | 14 | 8 | 2 | 6
CCn1c(SCC(=O)N2CCCc3ccccc32)nc2ccccc2c1=O | -2 | -5 | -2 | 1 | -12 | -4 | -5 | -4 | -1 | -12
N#CC1(NC(=O)COC(=O)Cn2[nH]c(=O)c3ccccc3c2=O)CCCCC1 | 0 | 3 | 2 | 0 | -4 | 3 | 3 | -4 | 0 | -5
CN(Cc1cnn(C)c1)C(=O)C1CCCCC1C(=O)O (centres undefined) | -1 | 9 | -2 | 8 | 6 | -4 | 5 | 1 | 0 | 3
COc1ccc(CCOC2OC(CO)C(OC(=O)/C=C/c3ccc(O)c(OC)c3)C(O[C@H]3O[C@@H](C)[C@H](O)[C@@H](O)[C@H]3O)C2O)cc1O (some centres undefined) | 4 | 3 | 0 | 11 | -6 | -4 | 2 | 4 | -4 | 9
Clc1ccc(-c2csc(N3CCC(c4ccccc4)C3)n2)cc1 (centres undefined) | 1 | -1 | -1 | 1 | 6 | 3 | 1 | 4 | 6 | 2
CCNc1nc(NCC)n2c(SCC(=O)N3CC4(C)CC3CC(C)(C)C4)nnc2n1 (centres undefined) | 2 | -3 | 1 | 2 | -4 | 2 | -1 | 6 | -8 | 0
Cc1csc(SCC(=O)NC(=O)NC(C)C)n1 | 4 | 2 | 1 | 6 | -4 | -5 | -1 | 8 | -1 | -7

(list continues)
SMILES	LEDGF integ inh	mABHD4 FP	PRMT1 inh	TCR-CD3 inh	TDP2 absorb	MBD2 DNA inh	NPR2 activator	SIAE primary	rCAG binder	HTRA1 inhibitor
Cn1nnnc1SCC(=O)NC(=O)Cc1ccccc1	0	5	-1	0	-2	-3	4	-1	-2	2
O=C(c1ccccc1F)N1CCC(N2CCCCCC2)CC1	3	9	-3	-4	7	-3	3	11	2	-2
CCOC(=O)C(C)Sc1nnc(NC(=O)c2cccc([N+](=O)[O-])c2C)s1 (centres undefined)	-2	4	3	-6	5	3	-3	-2	4	-3
CCCn1cc(S(=O)(=O)CC(=O)Nc2ccc(OCC)cc2)c2ccccc21	5	3	-5	0	5	-6	2	11	-1	-2
Cc1ccc([C@@H]2CC=C(C(=O)O)[C@H](c3ccc(Cl)cc3)N2S(=O)(=O)c2ccccc2C)cc1	3	6	-1	3	6	1	1	-11	73*	-39
Nn1c(SCC(=O)Nc2ccc(S(N)(=O)=O)cc2)nnc1-c1n[nH]c2c1CCC2	5	-4	0	x	-9	1	-4	-6	4	x
Cc1ccc(C(=O)OCC(=O)Nc2ccc3c(c2)OCO3)c(O)c1	-4	4	0	-4	8	-1	-2	3	3	1
COc1ccc(OC)c(S(=O)(=O)N(C)CC(=O)N2CCN(c3ccc(F)cc3)CC2)c1	4	-4	0	2	-13	4	4	3	-3	4
O=c1[nH]ncn1-c1ccc(Br)cc1	-5	9	2	1	0	-3	4	-1	4	0
O=C(COn1nnc2ccc(Cl)cc21)NC1CCS(=O)(=O)C1 (centres undefined)	-2	6	-1	4	-9	-6	-2	3	0	2
CC(O)CSc1nc2c(c(=O)[nH]c(=O)n2C)n1Cc1ccccc1 (centres undefined)	1	-3	-1	2	14	4	5	-9	-2	-2
CN(C)C=NC(=O)c1ccc(N2CCN(c3ncc(C(F)(F)F)cc3Cl)CC2)cc1	1	1	3	1	7	2	8	-1	2	4
O=C(NCc1ccco1)c1cc(S(=O)(=O)N2CCOCC2)ccc1Cl	-1	0	1	-3	4	-2	-2	0	3	1
CCC(C)(C)NC(=O)CCCSc1nc2ccccc2[nH]1	2	-3	-5	-3	-10	-2	5	-1	-2	-6
COc1ccc(OC)c(S(=O)(=O)N2CCCC(C(=O)N3CCC(C(N)=O)CC3)C2)c1 (centres undefined)	-2	3	2	5	-8	-2	2	-6	4	0
O=C(CN1C(=O)C2C3CC(C(Br)C3Br)C2C1=O)OCC(=O)c1cccc([N+](=O)[O-])c1 (centres undefined)	-4	3	-1	2	5	-2	-3	-4	0	6
CCNC(=O)C1CC(=O)OC12CCCCC2 (centres undefined)	0	8	3	-8	-6	-2	-2	3	0	-2
Cn1ccc(=O)c2cc([N+](=O)[O-])ccc21	1	-3	-1	4	-3	-3	-6	-4	2	3
Cc1cc(C)c[n+](CC(=O)c2c(C)cc(C)c([N+](=O)[O-])c2C)c1	6	-1	-6	4	4	-1	-1	8	-5	9
O=C(CN1CCN(c2ccc(F)cc2)CC1)Nc1ccc2c(c1)OCCO2	0	1	1	-9	-5	-2	4	2	-7	-3
Cc1cc(Cl)ccc1OC(C)C(=O)NNC(=O)C1CCCCC1C(=O)O (centres undefined)	-4	0	4	-2	-6	0	4	-5	0	4
COC(=O)[C@]12C[C@H](CC(=O)NCc3cccs3)C(=O)N(Cc3cccc4ccccc34)C1=C[C@H](COCc1ccccc1)O[C@@H]2C	-3	-13	2	x	8	1	-7	-2	13	x
CC(=O)NCCNC(=O)C1CCC(CNc2nc(=S)[nH]c3ccccc23)CC1 (centres undefined)	-4	0	4	-4	14	2	10	-1	-1	-1
CCN1C[C@@H]2[C@@H]3C(=O)N(C)C(=O)[C@@H]3[C@](Cc3ccccc3)(C(=O)OC)N2C1=NC1CCCCC1	0	4	-2	-2	0	1	-18	1	2	7

Limited to MBD2 DNA inh and TCR-CD3 inh (two entries from above):
| SMILES | MBD2 DNA inh | TCR-CD3 inh |
| --- | --- | --- |
| CCN1C[C@@H]2[C@@H]3C(=O)N(C)C(=O)[C@@H]3[C@](Cc3ccccc3)(C(=O)OC)N2C1=NC1CCCCC1 | 1 | -2 |
| CCOC(=O)N1CCC(NC(=O)CN(C)S(=O)(=O)c2cc3c(cc2Cl)NC(=O)CO3)CC1 | 11 | -3 |
